NCI-60 one-dose screen, 48 h, at 10 µM unless noted. Numbers give growth in % (100 = growth as untreated, 0 = no growth, -100 = all killed).
SK-OV-3 – SK-OV-3 ovarian cancer cells. 80,000 compounds, 3.2% hits
OVCAR-5 – OVCAR-5 ovarian cancer; 82,000 compounds, 2.9% hits
OVCAR-3 – OVCAR-3 ovarian cancer | 79,000 compounds, 7% hits
OVCAR-8 – OVCAR-8 ovarian cancer; 81,000 compounds, 4.4% hits; AID 1794782
IGROV1 – IGROV1 ovarian cancer. 79,000 compounds, 4.7% hits. AID 1794786
NCI/ADR-RES – NCI/ADR-RES ovarian cells; 81,000 compounds, 4.4% hits; AID 1794790
OVCAR-4 – OVCAR-4 ovarian cancer cells. 80,000 compounds, 3.7% hits
DU-145 – DU-145 prostate cancer; 81,000 compounds, 4.2% hits; AID 1794760
* hit, by the source's call; . = not tested or not shown; & = joins results of further samples. The calls were made as follows: active = growth percent below 10; inactive = the rest.

SMILES | SK-OV-3 | OVCAR-5 | OVCAR-3 | OVCAR-8 | IGROV1 | NCI/ADR-RES | OVCAR-4 | DU-145
C#CCOC(=O)[C@H](C)[C@@H]1CC[C@]2(COC(C)=O)CC[C@]3(C)[C@H](CC[C@@H]4[C@@]5(C)CC[C@H](OC(C)=O)C(C)(C)[C@@H]5CC[C@]43C)[C@@H]12 | 85 | 103 | 74 | 98 | 103 | 100 | 81 | 87
CCNC(=O)NNC(=O)c1ccncc1 | 110 | 110 | 114 | 110 | 102 | 109 | . | 114
C#COC(CC)CCCCC (stereo not drawn) | 115 | 100 | 116 | 114 | 141 | 112 | 111 | 120
COC1OC2COC(c3ccccc3)OC2C(OC(C)=O)C1OC(C)=O (stereo not drawn) | 109 | 109 | 108 | 104 | 108 | 108 | 113 | 109
Cc1cc(Br)nc2ccccc12 | 90 | 92 | 108 | 96 | 107 | 104 | 112 | 101
CCCCOC(=O)N1CCN(c2ccccc2)CC1 | 112 | 86 | 132 | 105 | 112 | 104 | 121 | 123
O=C1Nc2ccc(Cl)cc2/C1=C\c1c(-c2ccc(F)cc2)nc2ccccn12 | -52* | 37 | -70* | 22 | 21 | -37* | -70* | -19*
Nc1nc2ccc3[nH]ncc3c2c2c1CCCC2 | 17 | 8.2* | 5.2* | 7.6* | 8.2* | 2.5* | 16 | 6.9*
CCOC(=O)c1cnc2c(cnn2CC)c1NN=C(C)C | 98 | 80 | 104 | 99 | 9.1* | 83 | 96 | 100
COc1ccccc1/C=N/N=C(N)N | 100 | 86 | 107 | 92 | 109 | 101 | . | 108
Cc1ccc(S(=O)(=O)N/N=C/C=N/NS(=O)(=O)c2ccc(C)cc2)cc1 | 105 | 106 | 112 | 101 | 106 | 106 | 103 | .
O=[N+]([O-])c1ccc(COP(=O)(O)OCc2ccc([N+](=O)[O-])cc2)cc1 | 100&99 | 130&110 | 111&105 | 106&102 | 124&120 | 119&108 | 107&125 | 106&112
COc1ccc(N2CCN(CCCNS(=O)(=O)c3ccc(C)cc3)CC2)cc1 | 110 | 99 | 103 | 104 | 106 | 89 | 105 | 109
c1ccc(Cc2nc3ccccc3c3cc[nH]c23)cc1 | 58 | 96 | 92 | 81 | 87 | 87 | 83 | 107
CC(=O)OCC(=O)C1(O)CCC2C3CCC4C(OC(C)=O)C(=O)CCC4(C)C3C(=O)CC21C (stereo not drawn) | 106 | 108 | 119 | 101 | 117 | 108 | 106 | 105
Cc1cc2oc3c(c2c(=O)[nH]1)C(=O)c1ccccc1C3=O | 126 | 106 | 113 | 92 | 119 | 108 | 107 | .
COc1cc2nc(Cl)nc(Nc3ccc(S(=O)(=O)Nc4cc(C)on4)cc3)c2cc1OC | 105 | 99 | 112 | 92 | 84 | 94 | 107 | 110
C=C(C)[C@@H]1CC[C@]2(C(=O)N[C@@H](Cc3ccccc3)C(=O)O)CC[C@]3(C)[C@H](CC[C@@H]4[C@@]5(C)CCC(=O)C(C)(C)[C@@H]5CC[C@]43C)[C@@H]12 | 95 | 81 | 65 | 59 | 81 | 77 | 66 | 83
CCCCCCC(CCCCCCCCCCC(=O)OCC(CC)CCCC)OC(=O)CC (stereo not drawn) | 102 | 104 | 105 | 104 | 100 | 102 | 112 | 107
O=C1c2cccc3cccc(c23)C(=O)N1CC1CO1 (stereo not drawn) | 102 | 107 | 108 | 91 | 103 | 96 | 113 | 100
Cc1ccc(S(=O)(=O)NC(CCC(=O)O)C(=O)O)cc1 (stereo not drawn) | 100 | 100 | 109 | 97 | 108 | 103 | 85 | 115
Cc1ccc(C2=NN3C(C2)c2ccccc2OC3c2ccccc2)o1 (stereo not drawn) | 104 | 105 | 98 | 103 | 91 | 102 | 95 | 106
CC(C)CCC[C@@H](C)[C@H]1CC[C@H]2[C@@H]3CC[C@H]4C[C@]5(CC[C@]4(C)[C@H]3CC[C@]12C)Nc1ccccc1NC5=NC(C)(C)C | 98 | 106 | 108 | 102 | 100 | 91 | 109 | 111
CCOC(=O)c1c[nH]c2ccc(CC)cc2c1=O | 105 | 101 | 109 | 99 | 97 | . | 103 | 106
CCCC(F)(C(N)=O)C(=O)O (stereo not drawn) | 101 | 110 | 108 | 108 | 100 | 111 | 104 | 105
COC(=O)C1CCCN1C(=O)[C@@H]1CCCN1C(=O)[C@H](Cc1c[nH]c2ccccc12)NC(=S)Nc1cc(C(F)(F)F)cc(C(F)(F)F)c1 (stereo partly drawn) | 87 | . | 57 | 43 | 47 | 53 | 61 | 52
CC(=N)N | 112 | 112 | 120 | 96 | 101 | 115 | 112 | 122
N=c1c(S(=O)(=O)c2ccc(Cl)cc2)cc2c(=O)n3ccccc3nc2n1Cc1ccccc1 | 97 | 103 | 111 | 96 | 106 | 103 | 101 | 109
COc1cc2c(c(OC)c1OC)C(=O)/C(=C/c1cc(C)c(O)c(C)c1)S2 | . | 65 | 8.2* | 42 | 46 | 14 | 52 | 12
C=CCn1c(C)nc2cc(Nc3nc(NCCO)nc4ccccc34)ccc21 | 103 | 92 | 95 | 74 | 95 | 98 | 65 | 99
CCOC(=O)c1cnc2ccccc2c1Nc1cccc(NS(C)(=O)=O)c1 | 132 | 100 | 104 | 100 | 93 | 109 | . | 112
CC(=O)c1cc2c(cc1O)OC1=C(c3cc4cc(C(C)=O)c(O)cc4o3)CCC(c3cc4cc(C(C)=O)c(O)cc4o3)(c3cc4cc(C(C)=O)c(O)cc4o3)C12 (stereo not drawn) | 102 | 106 | 111 | 99 | 57 | 104 | 116 | 111
N#Cc1ccc(Cn2c(-c3cscn3)nc3c(Cl)cccc32)cc1 | 92 | 91 | 74 | 88 | 69 | 86 | 71 | 93
CCC(CC)NCCOC(=O)c1ccccc1 | 109&97 | 90&110 | 106&99 | 102&101 | 97&116 | 104&102 | 116&107 | 101&104
NC(=O)c1ncn(C2OC(COP(=O)(O)O)C(O)C2O)c1N (stereo not drawn) | 99 | 112 | 116 | 109 | . | 108 | . | 113
COc1ccc(CNc2c3ccccc3nc3ccccc23)cc1F | 48 | 37 | 52 | 29 | 16 | 21 | 26 | 27
Cc1cccc(C)c1NC(=O)CSC(=S)N1CCCCC1 | 110 | 101 | 103 | 105 | 91 | 103 | 106 | 108
COc1ccc(Cn2c(SC)nc(=O)n(Cc3ccc(Cl)cc3)c2=O)cc1 | 106 | 92 | 102 | 96 | 102 | 95 | 98 | 103
O=C(CCCCCC/C=C\c1csc(Br)n1)NO | 95 | 80 | . | 76 | 82 | 65 | 87 | 88
CN(C)c1ccc(-c2nc3ccc(N)cc3[nH]2)cc1 | 103 | 120 | 73 | 80 | . | 70 | . | 92

The final 2 records of the part above are carried over, then new ones follow:
SMILES | SK-OV-3 | OVCAR-5 | OVCAR-3 | OVCAR-8 | IGROV1 | NCI/ADR-RES | OVCAR-4 | DU-145
O=C(CCCCCC/C=C\c1csc(Br)n1)NO | 95 | 80 | . | 76 | 82 | 65 | 87 | 88
CN(C)c1ccc(-c2nc3ccc(N)cc3[nH]2)cc1 | 103 | 120 | 73 | 80 | . | 70 | . | 92
O=C(Nc1cccc(Cl)c1)Nc1nccs1 | 100 | 109 | 114 | 98 | 98 | 91 | 91 | 114
Fc1ccc(Cn2cc(CSc3nc4ccccc4o3)nn2)cc1 | 91 | 100 | 98 | 102 | 99 | 109 | 99 | 108
COc1ccc(CCN2C(=O)/C(=C/c3ccc(C4Oc5ccccc5C5CC(c6ccc(OC)cc6)=NN54)cc3)SC2=S)cc1 (stereo not drawn) | 102 | 97 | 110 | 99 | 100 | 111 | 100 | 108
COC(=O)[C@]12CCC(C)(C)C[C@H]1C1=CC[C@@H]3[C@@]4(C)Cc5c(n(CC#CCN6CCNCC6)c6ccccc56)C(C)(C)[C@@H]4CC[C@@]3(C)[C@]1(C)CC2 | 112 | 100 | . | 106 | 104 | 104 | 107 | 106
N#CCCN(CCC#N)CC(=O)O | 111 | 104 | 113 | 112 | 109 | 112 | 103 | 110
CC(=O)N1N=C(c2ccc(OCC(=O)c3ccc(C)cc3)cc2)CC1c1ccc(Cl)cc1 (stereo not drawn) | 63 | 104 | 62 | 65 | . | 64 | 56 | 78
CN1C(=O)N(C)C2NN3C(=O)C=C(c4ccccc4)SC3=NC21 (stereo not drawn) | 109 | 112 | 110 | 102 | 102 | 102 | 113 | 106
CS(=O)(=O)Nc1cc(-c2ccc3ncnc(Nc4ccc(F)c(Cl)c4)c3c2)cnc1Cl | -20* | 15 | -23* | 16 | -14* | 34 | 18 | 16
O=C(OCc1ccccc1)c1ccc2c(c1)NC(=O)[C@H]1CCCN21 | 112 | 94 | 99 | 103 | 99 | 95 | 96 | 101
CCCCCCCCCC/C=C\C(=O)O | 113 | 102 | 123 | 104 | 110 | 113 | 104 | 121
COc1cc(OC)c(C(=O)/C=C/c2ccc(C(F)(F)F)cc2)c(OC)c1 | 75 | 105 | 17 | 40 | 52 | 47 | 57 | 12
CCOC=Nc1c(C(=O)Nc2cccc(Cl)c2)oc2ncccc12 | 98 | 101 | 96 | 98 | 77 | . | 101 | 108
O=C(OC(c1ccccc1)C(OC(=O)c1ccccc1)c1ccccc1)c1ccccc1 (stereo not drawn) | 97 | 109 | 111 | 96 | 113 | 103 | 110 | 104
CC(C)(CC(=O)c1ccccc1)CC(=O)c1ccccc1 | 101 | 96 | 108 | 105 | 92 | 102 | 99 | 102
Nc1c2c([nH]c(=O)c1N)CCC2 | 94 | 100 | 103 | 102 | 101 | 99 | 111 | 104
CCOC(=O)C1CC(C(=O)OCC)c2nc3ccccc3nc21 (stereo not drawn) | 102 | 95 | 124 | 101 | 112 | 99 | 104 | 110
COc1ccc(N2C(=O)C(=S)N(c3ccc(C)cc3)C2=O)cc1 | 91 | 95 | 104 | 93 | 93 | 95 | 107 | 111
O=C1CC(N2C(=O)CSC2=S)C(=O)N1c1ccc(Cl)cc1 (stereo not drawn) | . | 100 | 104 | 100 | 108 | 104 | 104 | 104
CCCCCCCC(=O)Nc1cc2c3c(c1)CCC(=O)N3CCC2 | 103 | 89 | 105 | 102 | 108 | 97 | 93 | 105
O=C1/C(=C/c2ccc(SC(F)(F)F)cc2)Cc2cc3c(cc21)OCO3 | 102 | 101 | . | 110 | 103 | 108 | 96 | 103

Among those listed so far, 2 have a cyano group.
SMILES | SK-OV-3 | OVCAR-5 | OVCAR-3 | OVCAR-8 | IGROV1 | NCI/ADR-RES | OVCAR-4 | DU-145
N#Cc1ccc(Cn2c(-c3cscn3)nc3c(Cl)cccc32)cc1 | 92 | 91 | 74 | 88 | 69 | 86 | 71 | 93
N#CCCN(CCC#N)CC(=O)O | 111 | 104 | 113 | 112 | 109 | 112 | 103 | 110

Following part
SMILES | SK-OV-3 | OVCAR-5 | OVCAR-3 | OVCAR-8 | IGROV1 | NCI/ADR-RES | OVCAR-4 | DU-145
COc1ccc(/C=C(\c2cc(OC)c(OC)c(OC)c2)c2nnc(-c3ccc(OC)c(OC)c3)o2)cc1 | 113 | 116 | 99 | 123 | 102 | . | 99 | 105
CCCCN(CCCC)CC(O)c1ccc(OCc2ccccc2)c2ccccc12 (stereo not drawn) | 92 | 98 | 69 | 90 | 62 | 78 | 93 | 90
CC1(C)CSC(C)(C)C(=O)N1 | 105 | 98 | 107 | 103 | 99 | 100 | 107 | 103
COc1ccc(C=O)cc1S(=O)(=O)O | 99 | 114 | 102 | 103 | 105 | 101 | 114 | 103
C/C(=N/NC(N)=S)c1ccc(Nc2nc(SC(C)C)nc(-c3ccccc3)c2C#N)cc1 | 120 | 110 | 108 | 86 | 107 | 87 | 98 | 83
CCCCCCNC(=O)N/C=C(/C#N)C(N)=O | 107 | 97 | 111 | 108 | 107 | 110 | 110 | 115
CCOC(=O)/C(C#N)=C1\CCC=C(C)C1 | 101 | 93 | 106 | 103 | 104 | 106 | 104 | 106
O=C(CNc1ccccc1S)Nc1ccccc1C(=O)O | 101 | 103 | 98 | 106 | 88 | 108 | 91 | 104
N#C/C(=C\c1cccc(C#N)c1)c1ccccc1 | 105 | 100 | 105 | 111 | 107 | 101 | 99 | 101
Nc1ccccc1SC1CC(=O)N(c2cccc3ccccc23)C1=O (stereo not drawn) | 89 | 101 | 101 | 92 | 99 | 96 | 94 | 111
COC(=O)c1nc(-c2cccc(Cl)c2)nc2ccccc12 | 107 | 104 | 110 | 99 | 92 | 103 | 88 | 108
O=C(CSc1nnc2n3c(nn12)SCC(c1ccccc1)=N3)c1ccc(C(F)(F)F)cc1 | 113 | 102 | 112 | 106 | 106 | 106 | 106 | 105
O=C(CCSCCC(=O)N/N=C/c1ccc(Cl)c(Cl)c1)N/N=C\c1ccc(Cl)c(Cl)c1 | 113 | 111 | . | 103 | 119 | 104 | 107 | 117
COc1ccccc1/C=C(/C(=O)c1ccccc1)c1ccccc1 | 103 | 128 | 102 | 88 | 97 | 92 | 94 | 110

As a working copy, some entries already given.
SMILES | SK-OV-3 | OVCAR-5 | OVCAR-3 | OVCAR-8 | IGROV1 | NCI/ADR-RES | OVCAR-4 | DU-145
Nc1ccccc1SC1CC(=O)N(c2cccc3ccccc23)C1=O (stereo not drawn) | 89 | 101 | 101 | 92 | 99 | 96 | 94 | 111
COC(=O)c1nc(-c2cccc(Cl)c2)nc2ccccc12 | 107 | 104 | 110 | 99 | 92 | 103 | 88 | 108

Screening data (PubChem BioAssay)

Compounds were not picked by outcome. Share with any hit: about 9.5%.
